# Screening data as filed in PubChem.
# 14-3-3 PPI – 14-3-3 gamma protein interaction modulation; FP, 14-3-3gamma / TMR-pS259-Raf peptide binding; inhibition, % at 40 µM; actives 0.19% (n = 160,000); AID 422; in the data active = inhibition above about 30%;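 note: 0% = protein plus tracer without compound and 100% = blank with tracer alone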
# Target sequence (P61981 whole entry, looked up): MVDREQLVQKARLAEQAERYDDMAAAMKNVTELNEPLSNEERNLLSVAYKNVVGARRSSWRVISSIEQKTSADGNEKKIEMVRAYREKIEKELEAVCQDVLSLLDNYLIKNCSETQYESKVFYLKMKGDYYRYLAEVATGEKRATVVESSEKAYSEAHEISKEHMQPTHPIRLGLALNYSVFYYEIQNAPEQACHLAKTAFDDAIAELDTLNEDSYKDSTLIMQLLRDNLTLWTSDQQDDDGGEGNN
# Active calls of the source: *; & = joins results of further samples. An excerpt. The share of hits here may be higher or lower than overall.
Structure | 14-3-3 PPI
COc1ccc(CNc2ccc(F)cc2C)c2ccccc12 | -0.1
c1ccc(-c2ccc(OCCOCCn3cncn3)cc2)cc1 | 1.8
O=C(O)CN1C(=O)c2ccc(Oc3ccc4c(c3)C(=O)N(CC(=O)O)C4=O)cc2C1=O | -3.4
Cc1cc(C(=O)Nc2ccc3c(c2)OCCO3)co1 | 2.2
O=C(NCCN1CCOCC1)c1cn(CCc2ccccc2)nn1 | -2.7
Cc1cccc(C)c1N(C)S(=O)(=O)c1ccc2[nH]cc(C(=O)NCc3ccccn3)c(=O)c2c1 | 44.5*
CC(C)c1ccc(C(=O)CC2(O)C(=O)N(CCCC#N)c3ccccc32)cc1 (stereo unspecified) | -8.3
CCC(Sc1nc2ccccc2s1)C(=O)Nc1cccc2ccccc12 (stereo unspecified) | -5.0
COc1ccccc1Cn1c(=S)[nH]c2cc(C(=O)NCC3CCCO3)ccc2c1=O (stereo unspecified) | 2.2
CCOc1ccccc1NC(=O)Cc1c(C(=O)O)[nH]c2ccccc12 | -7.4
COc1ccc(N2C(=O)CCC(C(=O)NCc3ccccn3)C2c2ccc(F)cc2)cc1 (stereo unspecified) | -0.8
O=C(NCc1nnc(SCC(=O)N2CCCC2)o1)c1c(F)cccc1Cl | -2.7
COc1ccc(C(=O)Nc2cccc(-c3nc4ncccc4o3)c2C)cc1[N+](=O)[O-] | -15.6
O=C1CN=C(Nc2cccc(C(F)(F)F)c2)N1C1CCCC1 | -2.2
Cc1ccc(Sc2c(C)nn(C(=O)CNS(=O)(=O)c3ccccc3)c2C)cc1 | 3.3
CCC(=O)N1CCc2cc(S(=O)(=O)N3CCC(C)CC3)ccc21 | -9.3
COc1cccc(-c2nn(C)c3sc(C(=O)NCc4ccc(C)o4)cc23)c1 | -9.4
Cc1nonc1NC(=O)CSc1nnc(-c2ccoc2C)n1CC(C)C | -5.5
O=C(Nc1ccc2oc(-c3ccc(Cl)cc3)nc2c1)C1CCCCC1 | -107.0
COc1ccccc1NS(=O)(=O)c1cccc(C(=O)Nc2ccccc2C(=O)O)c1 | -26.8
Cc1cc2ccccc2c(=O)n1CC(=O)NCC(=O)N1CCN(c2ccccc2F)CC1 | -5.9
Cc1ccccc1NC(=O)C(=O)NCCCN1CCOCC1 | 4.6
c1ccc(-c2noc(-c3ccc4ccccc4c3)n2)cc1 | -0.4
O=C(CCNS(=O)(=O)c1cccs1)NCc1ccco1 | -0.8
Cc1cccc(-n2nnc(C(=O)NCc3ccc4c(c3)OCO4)c2N)c1 | -4.2
CC(c1ccccc1)C(CC(=O)O)C(=O)Nc1ccccc1I (stereo unspecified) | -0.3
CC(=O)c1ccc2c(c1)C1C=CCC1C(c1cccc(Cl)c1)N2 (stereo unspecified) | -67.3
CCOC(=O)c1c(C)n(-c2ccccc2C)c2ccc(NS(=O)(=O)c3ccc(C)cc3)cc12 | 2.5
COc1ccccc1NC(=O)C(O)C(O)C(=O)Nc1ccccc1OC (stereo unspecified) | 1.6
Cc1cc(NC(=O)Cn2nc(C(F)(F)F)c3c2CCCC3)no1 | 0.8

# Structures shown so far with a COOH group:
Structure | 14-3-3 PPI
O=C(O)CN1C(=O)c2ccc(Oc3ccc4c(c3)C(=O)N(CC(=O)O)C4=O)cc2C1=O | -3.4
CCOc1ccccc1NC(=O)Cc1c(C(=O)O)[nH]c2ccccc12 | -7.4
COc1ccccc1NS(=O)(=O)c1cccc(C(=O)Nc2ccccc2C(=O)O)c1 | -26.8
CC(c1ccccc1)C(CC(=O)O)C(=O)Nc1ccccc1I (stereo unspecified) | -0.3

# Later entries
Structure | 14-3-3 PPI
O=C(CSc1ccc(-c2ccc(F)cc2)nn1)N1CCCCC1 | -8.8
COc1ccc(C(=O)N2CCN(S(=O)(=O)c3cccc([N+](=O)[O-])c3)CC2)cc1 | 0.1
CC1=C(C(=O)Nc2ccc(F)cc2)C(c2cccnc2)C2=C(CC(C)(C)CC2=O)N1 (stereo unspecified) | -3.2
CCOC(=O)Cc1cn2c(=O)cc(CSCC(=O)Nc3ccc(C)c(C)c3)nc2s1 | -7.9
Cc1cc(N2CCN(c3ccccc3)CC2)n2c(n1)nc1ccccc12 | -52.0
O=C1CCC(=O)N1c1ccc(N2CCN(c3ccc(F)cc3)CC2)c([N+](=O)[O-])c1 | 7.0
Cc1ccc(NS(=O)(=O)c2cccc(C(=O)O)c2)c(C)c1 | 2.4
O=C1CC(c2ccccc2Cl)Nc2ccc3ccccc3c21 (stereo unspecified) | -4.9
CCOc1cc(C2C3=C(CC(C)(C)CC3=O)Nc3ncnn32)ccc1OC(F)F (stereo unspecified) | -6.0
O=C(Nc1ccc(F)c([N+](=O)[O-])c1)c1ccc(-c2ccc(Cl)cc2)o1 | -8.0
Cc1cc2c(Nc3cc(F)ccc3C)ncnc2s1 | 3.8
CC(=O)c1ccc(N2CCN(C(=O)c3cc(C)on3)CC2)cc1 | -12.9
CCn1cc(C(=O)OCC(=O)OC2CC(C)CCC2C(C)C)c(=O)c2ccc(C)nc21 (stereo unspecified) | 4.5
O=C(Oc1ccc(N(C(=O)c2ccccc2)S(=O)(=O)c2cccs2)cc1)c1ccccc1 | -11.7
COc1ccc(CN2C(=S)N(c3ccccc3)C(=O)C2CC(=O)Nc2ccc(Cl)cc2)cc1 (stereo unspecified) | -2.3
CS(=O)(=O)N1CCC(C(=O)Nc2ccc(Cl)c(C(F)(F)F)c2)CC1 | -8.7
O=C(CCN1CCN(c2ccc(Cl)cc2)CC1)Nc1ccccc1F | -0.9
CCC(=O)Nc1ccccc1-c1ccccc1NC(=O)CC | 3.6
CCCSc1ncnc2c1c(-c1ccccc1)cn2-c1cccc(F)c1 | -4.9
CCOC(=O)c1sc2ncn(CC(=O)Nc3cc(C)cc(C)c3)c(=O)c2c1C | -3.7
COc1ccc(NC(=O)c2ccc(N3CC4CC(C3)c3cccc(=O)n3C4)c(NC(=O)c3cc4ccccc4oc3=O)c2)cc1OC (stereo unspecified) | -5.8
CC(C)(C#CCN1CCCC1)OCCC#N | -0.1
CC(=O)NC1=NN(C(C)=O)C(C)(c2ccco2)S1 (stereo unspecified) | 6.3
Cc1ccc(Cn2ccc(NC(=O)CCS(=O)(=O)c3nc(-c4ccc5c(c4)OCO5)cc(C(F)(F)F)n3)n2)cc1 | 0.5
COc1ccc(Cn2c(=S)[nH]c3c(sc4ccccc43)c2=O)cc1 | -1.1
COc1ccc(CNC(=O)c2cc(-c3cccs3)on2)cc1 | -15.5
O=C(NCc1ccccc1Cl)C1CCCN(S(=O)(=O)c2cccs2)C1 (stereo unspecified) | -3.3
O=C(NC1CCCCCCC1)C1CCC(CNS(=O)(=O)c2ccc(Cl)cc2)CC1 (stereo unspecified) | -1.4
CCC(=O)N1CCc2cc(S(=O)(=O)NCCC(=O)Nc3ccccc3C)ccc21 | -9.2
CCCc1ncc(C(O)c2ccc(OC)cc2)n1C (stereo unspecified) | -1.0

# Some of these compounds in order of the 14-3-3 PPI value, low to high:
structure | 14-3-3 PPI
O=C(O)CN1C(=O)c2ccc(Oc3ccc4c(c3)C(=O)N(CC(=O)O)C4=O)cc2C1=O | -3.4
Cc1cc(NC(=O)Cn2nc(C(F)(F)F)c3c2CCCC3)no1 | 0.8
Cc1cc(C(=O)Nc2ccc3c(c2)OCCO3)co1 | 2.2

# (list continues)
Structure | 14-3-3 PPI
COCC(=O)NC1CCN(C(=O)NCc2ccccc2)CC1 | 3.3
Cc1ccc(S(=O)(=O)N2CCCCCC2)cc1C | -3.1
Cc1ccc(SCCNC(=O)c2ccc(CN3CCc4ccccc4C3)cc2)cc1 | -5.2
O=C(CCCCN1CCCCC1)c1ccccc1 | -6.5
CCN(CC)C(=O)C1c2cc(OC)c(OC)cc2C(=O)N(C)C1c1ccc(OC)c(OC)c1 (stereo unspecified) | -4.5
Cc1c(C(=O)N2CCCC2)oc2c1-c1[nH]ncc1CC2 | 1.5
O=C(NCCc1ccccc1)C1CCN(S(=O)(=O)c2cccnc2)CC1 | 3.4&-1.0
CCCOC(=O)c1[nH]c2c(c1C)C(=O)CC(c1ccc(C(C)(C)C)cc1)C2 (stereo unspecified) | -4.2
CC(O)CNC(=O)C(=O)Nc1ccc(C(C)(C)C)cc1 (stereo unspecified) | -6.1
CC(NS(=O)(=O)c1cccc2cccnc12)c1ccccc1 (stereo unspecified) | -9.9
CC(C)C(=O)Nc1c2c(nn1-c1ccc(F)cc1)CS(=O)C2 (stereo unspecified) | 1.1
O=C(Cn1cc(C(=O)C(F)(F)F)c2ccccc21)NC1CCCC1 | -6.2
Cc1c(C(=O)N2CCN(c3ccc(F)cc3)CC2)sc2ncn(CC(=O)N3CC(C)CC(C)C3)c(=O)c12 (stereo unspecified) | 3.5
CN(c1ccc(C(=O)Nc2ccc(Br)cc2)cc1)S(=O)(=O)c1ccccc1 | -5.3
O=C(Nc1ccc2c(c1)CCC2)C1CCCO1 (stereo unspecified) | -13.4
O=C(CSc1nc2ccccc2o1)NC1CC1 | 4.5
Cc1ccc(S(=O)(=O)N2C(=O)CCC2C(=O)N2CCN(C)CC2)cc1 (stereo unspecified) | -6.5
O=C1CCCC(=O)N1c1ccc(NCc2ccccc2Cl)c([N+](=O)[O-])c1 | 9.9
Cc1ccc(S(=O)(=O)N(C)c2nonc2C)cc1 | -6.5&7.0
COc1ccc(C2/C(=C(\O)c3ccccc3)C(=O)C(=O)N2c2ccc(C)c(Cl)c2)cc1 (stereo unspecified) | -1.2
CCOC(=O)C1=C(C)NC(C)=C(C(=O)OC)C1c1cccc([N+](=O)[O-])c1 (stereo unspecified) | 0.2&2.8
COCCN1C(=O)c2ccccc2C(C(=O)Nc2cc(C)ccc2OC)C1c1ccc(F)cc1 (stereo unspecified) | -4.9
Nc1cccc2c1C(=O)N(c1ccccc1)C2=O | -4.3
COc1ccc2c(c1OC)CN(C)CCc1cc3c(cc1C(O)C2)OCO3 (stereo unspecified) | 3.0
COc1cc(C2NC(=S)NC(C)=C2C(=O)Nc2ccccc2)ccc1OCc1ccccc1 (stereo unspecified) | -8.1
COc1ccc(C2NC(=O)NC(C)=C2C(=O)OCCCBr)cc1 (stereo unspecified) | -29.8
COc1ccc(-c2cnnn2-c2ccc(NC(=O)c3ccc(Br)o3)cc2)cc1 | -15.0
CCN(CCCNC(=O)CNC(=O)Cn1cnc2ccccc2c1=O)c1ccccc1 | -8.3
CCN1C(=O)/C(=C2/Sc3ccc(OC)cc3N2C)SC1=Nc1cccc(O)c1 | -14.9
Cc1cccc(NC(=O)CSc2nc(N)cc(=O)[nH]2)c1C | -5.2
O=C(Nc1ccc(S(=O)(=O)N2CCOCC2)cc1)c1ccc(Cl)s1 | -1.4
COc1cccc(NS(=O)(=O)c2ccc3c(c2)C2C=CCC2C(c2cccc(C)c2)N3)c1 (stereo unspecified) | -148.8
COc1ccc(C2CC(=O)C3=C(C2)Nc2ccccc2N(C(=O)CCC(=O)O)C3c2ccccc2Cl)cc1 (stereo unspecified) | -2.6
c1ccc2c(c1)OCC(c1nn3cnnc3s1)O2 (stereo unspecified) | -10.5
CCOC(=O)C1=C(c2ccccc2)NC(=S)NC1c1ccc(OC)c(OC)c1 (stereo unspecified) | 2.7
CCOc1ccc(S(=O)(=O)N=C(N)c2ccccc2)cc1 | 0.2
CCCCCCc1ccc(-c2ccc(C#N)cn2)cc1 | -0.9
c1ccc(C(c2nnnn2Cc2cccs2)N2CCN(C3CCCC3)CC2)cc1 (stereo unspecified) | -6.7
COc1ccc(S(=O)(=O)NCCC2=CCCCC2)cc1OC | -24.0
CCC(=O)Nc1nc2ccc3nc(C)sc3c2s1 | -10.9
COc1ccc(Cl)cc1NS(=O)(=O)c1cccc2cccnc12 | -14.7
Cc1cccc(NC(=O)CCN2CCCC(C)C2)c1 (stereo unspecified) | -8.5
CCCCCCNC(=O)c1ccc2c(c1)NC(=O)c1ccccc1S2 | -3.8
C=CCn1c(=O)[nH]c2cc(C(=O)N3CC=C(c4ccccc4)CC3)ccc2c1=O | 1.2
Cc1cccc(N=c2oc3ccc(Br)cc3cc2C(=O)Nc2nccs2)c1C | 4.6
CCOC(=O)c1sc(NC(=O)CSc2nc(N)cc(=O)[nH]2)nc1C | -23.2
O=C(Oc1cccc([N+](=O)[O-])c1)c1ccc2c(c1)C(=O)N(c1cccc([N+](=O)[O-])c1)C2=O | -0.4
Cc1nnc(SCC(=O)Nc2ccccc2NC(=O)CSc2nnc(C)s2)s1 | 1.3
O=c1[nH]cnc2nc(-c3cccc(F)c3)c(-c3cccc(F)c3)nc12 | -1.1
CCOc1ccc2c(c1)C(C)=CC(C)(C)N2C(=O)NC1CCCCC1 | -3.9
O=C(Nc1ccc(Cl)cc1)c1c(O)c2cccc3c2n(c1=O)CCC3 | 2.5
O=C(NCCN1CCOCC1)c1nn2c(C(F)(F)F)cc(-c3ccc(Cl)cc3)nc2c1Cl | -4.6
Cc1cc(C)cc(Nc2ncc3c(n2)CC(c2ccco2)CC3=O)c1 (stereo unspecified) | -6.9
CCOC(=O)c1ccc(N2C(=O)CC(N3CCC(C(N)=O)(N4CCCCC4)CC3)C2=O)cc1 (stereo unspecified) | -9.0
CCOC(=O)c1sc(=S)n(-c2cc(OC)ccc2OC)c1N | -5.9&3.8
Cc1cccc(NC(=O)C2CCCN(S(=O)(=O)c3ccc(Br)s3)C2)c1C (stereo unspecified) | -76.5
C=CCNC(=O)C1CC(=O)N(c2ccc(OCC(=O)Nc3cccc(OC)c3)cc2)C1 (stereo unspecified) | -3.2
COc1cccc(C2/C(=C(\O)c3ccc(F)cc3)C(=O)C(=O)N2Cc2cccnc2)c1 (stereo unspecified) | -5.5

# 4 entries from above, field by field.
O=C(Nc1ccc(F)c([N+](=O)[O-])c1)c1ccc(-c2ccc(Cl)cc2)o1
  14-3-3 PPI = -8.0
Cc1cc2c(Nc3cc(F)ccc3C)ncnc2s1
  14-3-3 PPI = 3.8
CC(=O)c1ccc(N2CCN(C(=O)c3cc(C)on3)CC2)cc1
  14-3-3 PPI = -12.9
CCn1cc(C(=O)OCC(=O)OC2CC(C)CCC2C(C)C)c(=O)c2ccc(C)nc21 (stereo unspecified)
  14-3-3 PPI = 4.5
